Hsp70 displacement: Hsp70 inhibitors, probe displacement, primary screen, biochemical, fluorescence polarization (AID 583) | Hsp70 fluorescence polarization probe displacement, mP; higher % means a stronger effect | 0.06% of 140,000 active | displacement, % at 20 µM; hits with a dose series show IC50 in µM; in the data active = displacement above about 50%;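 note: plate controls were vehicle for no effect and reference ligand for full effect; a part of the inactive calls stands beside numbers as strong as those of hits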
Rat MKP-3 inhibitors: inhibition of rat DUSP6 enzyme activity – biochemical, in vitro, primary screen (AID 425). recombinant MKP-3 phosphatase activity, fluorescence; higher % means a stronger effect. one-dose inhibition, % at 20 µM; IC50 in µM for titrated hits. 0.17% of 110,000 active; in the data active = inhibition above about 50%;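 note: plate controls were vehicle for no effect and reference inhibitor for full effect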
* hit, by the source's call; . = no result given; & = joins results of further samples. This is a subset; count on the stated rates, not on these rows.

Hsp70 displacement | Rat MKP-3 inhibitors | SMILES
1.9% | -4% | CC(=O)N/C(=N/c1nc(C)cc(C)n1)Nc1ccc(NC(C)=O)cc1
-3.4% | . | CC(SCc1cn2cc(Cl)ccc2n1)C(=O)O (centres undefined)
-2.5% | -14% | CCOC(=O)C1CCN(C(c2cc3ccc(C)c(C)c3[nH]c2=O)c2nnnn2C2CCCCC2)CC1 (centres undefined)
1.3% | . | COc1ccccc1C(c1nnnn1C(C)(C)C)N1CCN(Cc2ccccc2)CC1 (centres undefined)
-0.2% | . | COc1ccc(NC(=O)CC2C(=O)N(c3cccc(C)c3)C(=O)N2C2CCCCC2)cc1 (centres undefined)
2.6% | 6% | COc1cccc(C(=O)Nc2nnc(COc3ccccc3F)s2)c1
2.3% | . | COc1ccc(C2=NOC3(CC(=O)N(c4ccc(C)cc4)C3=O)C2)cc1 (centres undefined)
4.5% | -3% | CC1CN(Cc2nc3c(c(=O)n(C)c(=O)n3C)n2CC(O)CO)CC(C)O1 (centres undefined)

New compounds follow.
Hsp70 displacement | Rat MKP-3 inhibitors | SMILES
3.9% | 3% | Cn1nnnc1SCc1nnc(-c2ccc(Cl)cc2)o1
-1.6% | 0% | O=C1CCCCCN1CSc1nc2ccccc2s1
7.0% | -6% | CCOC(=O)C1CCCN(S(=O)(=O)c2cc(OCC(N)=O)c(C)cc2Cl)C1 (centres undefined)
4.8% | 0% | COc1ccc(C)cc1NC(=O)c1ccccc1I
-3.2% | -8% | O=C(NC1CCCC1)C(c1ccc(N2CCOCC2)cc1)N(Cc1ccccc1)C(=O)c1ccco1 (centres undefined)
-2.5% | -10% | Cc1cccc(-n2c(SCC(=O)NCc3ccco3)nc3ccccc3c2=O)c1
-5.6% | -5% | CCOC(=O)Cc1csc(-n2sc3ccccc3c2=O)n1
-3.2% | 0% | COC(OC)C12c3ccccc3C(c3ccccc31)C1C(=O)N(Cc3ccco3)C(=O)C12 (centres undefined)

Other entries.
Hsp70 displacement | Rat MKP-3 inhibitors | SMILES
-2.8% | 3% | CC1=C(C(=O)Nc2ccc(C)cc2)C(c2ccc(F)cc2)NC(=S)N1 (centres undefined)
1.5% | 2% | CCCC1=NN(C(=O)c2ccccc2Cl)C(O)(C(F)(F)F)C1 (centres undefined)
2.9% | -9% | CCOC(=O)C1CCCN(S(=O)(=O)c2ccc(C)cc2)C1 (centres undefined)
-3.0% | -1% | CCCCCOC(=O)COc1ccc(S(=O)(=O)c2ccc(OCC(=O)OCCCCC)cc2)cc1
-1.8% | -9% | Cn1c(C(=O)N2CCN(C(=O)c3ccco3)CC2)cc2c(=O)n(C)c3ccccc3c21
1.9% | 12% | COC(=O)Cn1c(CN(Cc2ccccc2)Cc2ccccc2)nc2c1c(=O)[nH]c(=O)n2C
-6.5% | 4% | Cc1ccc(-n2nnnc2SCC(=O)Nc2cccc(NC(=O)c3ccco3)c2)cc1C
-5.5% | -5% | COc1ccc(-n2c(C)cc(=O)c3c2CC(C)(C)CC3=O)cc1

New compounds follow.
Hsp70 displacement | Rat MKP-3 inhibitors | SMILES
-1.4% | 0% | CCc1ccccc1NC(=O)c1cc(Cl)ccc1OC
-1.8% | 2% | Cc1oc(-c2ccccc2)cc1C(=O)Nc1ccc(CC(=O)O)cc1
-5.3% | 0% | O=C(CN1C(=O)NC2(CCCCCCC2)C1=O)NC(=O)NCc1ccco1
4.8% | 0% | O=C(c1ccncc1)c1ccc(N2CCN(C3CC(=O)N(Cc4ccccc4)C3=O)CC2)cc1 (centres undefined)
-3.8% | 1% | CCCC(=O)Nc1ccc(NC(=O)c2ccco2)cc1
-2.6% | -11% | CC(C)[N+]1(C)[C@@H]2CC[C@H]1CC(OC(=O)C(CO)c1ccccc1)C2 (some centres undefined)
-2.2% | -6% | O=C(c1n[nH]c2ccccc12)N1CCN(S(=O)(=O)c2ccc3ccccc3c2)CC1
-2.3% | . | CC(C)Oc1ccc(N2CC(C(=O)Nc3ccc(N4CCOCC4)cc3)CC2=O)cc1 (centres undefined)

(further entries)
Hsp70 displacement | Rat MKP-3 inhibitors | SMILES
5.0% | 2% | COCCCn1c(C(C)C)nc2oc3cc(OC)ccc3c(=O)c2c1=O
0.0% | 4% | COc1ccc(C(=O)c2c(C)oc3c2cc(OC)c2ccccc23)cc1
0.7% | 5% | CCOc1ccc(N2C(=O)NC(=O)/C(=C\c3ccc(I)o3)C2=O)cc1
12% | . | N#Cc1c(C(F)(F)F)cc(C2CC2)nc1N1CCCC1
3.0% | -5% | COc1ccc(O)c(/C=N/NC(=O)c2cccc(N3CCCC3=O)c2)c1
5.0% | 0% | O=C(NC(=S)Nc1cccc(NC(=O)c2ccco2)c1)c1ccco1
-2.4% | -3% | O=C(Nc1ccc(Cl)cn1)c1cc(Br)ccc1Cl
2.7% | 0% | COc1ccc(NC(=O)Nc2ccc(Cc3ccncc3)cc2)cc1

(cont.)
Hsp70 displacement | Rat MKP-3 inhibitors | SMILES
1.9% | . | COC(CN1C(=O)C(O)=C(C(C)=O)C1c1ccccn1)OC (centres undefined)
0.4% | -4% | CCOC(=O)COc1ccc(C(=O)c2ccccc2)c(O)c1
2.1%&-0.2% | -10%&1% | O=C(CSc1nc2sc3c(c2c(=O)[nH]1)CCCC3)NCCO
1.9% | . | O=C(C1CCN(S(=O)(=O)c2cccnc2)CC1)N1CCCCC1
-1.2% | . | N#Cc1cn(CC(=O)N2CCc3ccccc3C2)c2ccccc12
0.3% | 3% | CCn1cc(C(=O)NCc2ccco2)c(=O)c2cc(S(=O)(=O)N3CC(C)CC(C)C3)ccc21 (centres undefined)
0.9% | . | Cn1nnnc1SCC(=O)NCc1cccs1
-0.2% | -4% | O=C(O)CCC(=O)Nc1ccc(S(=O)(=O)Nc2nccs2)cc1

Other compounds:
Hsp70 displacement | Rat MKP-3 inhibitors | SMILES
-4.0% | -11% | Cc1csc(=N)n1CC(=O)N1CCc2ccccc21
4.2% | 3% | CSc1nnc2n(CCc3ccccc3)c(=O)c3c4c(sc3n12)CCCC4
-1.0% | -6% | Cc1ccc(NC(=O)C(C)N2C(=O)c3ccccc3C2=O)cc1 (centres undefined)
-2.2% | -3% | O=C(c1cc(Cl)ccc1Cl)n1nnc2ccccc21
-5.0% | 1% | CCCS(=O)(=O)C(=C(Nc1ccc(CC)cc1)Nc1ccc(CC)cc1)S(=O)(=O)CCC
-8.8% | -10% | O=C(NC1CCCC1)c1ccc2nc[nH]c2c1
-6.9% | 10% | Cc1c(C(C)NC(=O)Nc2ccc(F)cc2F)cnn1C (centres undefined)
0.6% | -7% | COc1cccc(C(c2nnnn2C(C)(C)C)N2CCN(C3CCCCC3)CC2)c1OC (centres undefined)

Next section.
Hsp70 displacement | Rat MKP-3 inhibitors | SMILES
-8.6% | 5% | CC1Cc2ccccc2N1C(=O)CSc1nnc(NC(=O)Cc2cccs2)s1 (centres undefined)
15% | -1% | C=CCn1c(O)c(CN2CCN(Cc3ccccc3)CC2)c(C)c(C#N)c1=O
7.2% | 8% | O=C1/C(=C/c2ccc(-c3ccccc3[N+](=O)[O-])o2)SC(=Nc2ccccc2)N1c1ccccc1
-7.6% | 0% | Cn1c(=O)c2c(nc(N3CCN(Cc4ccccc4)CC3)n2CCSc2ncccn2)n(C)c1=O
-0.3% | 6% | c1ccc2c(c1)nnn1c3ccccc3nc21
-0.5% | -12% | CC1(C)CC(n2c(NCCO)nc3c(c2=O)C2(CCCC2)Cc2ccccc2-3)CCO1 (centres undefined)
-1.8% | -3% | CCOC(=O)C1CCN(C2CC(=O)N(c3ccc(C)cc3)C2=O)CC1 (centres undefined)
1.3% | 0% | CCCC(=O)NC(c1ccccc1Cl)c1ccc2cccnc2c1O (centres undefined)

(continued)
Hsp70 displacement | Rat MKP-3 inhibitors | SMILES
-4.1% | -7% | Cc1occc1-c1nnc(SCC(=O)N2CCN(c3ccccc3F)CC2)n1C
-5.1% | . | CC(=O)c1c(C)[nH]c(C(=O)NCc2ccccc2)c1C
2.3% | 2% | CC1(C)Nc2ccccc2N(Cc2ccc([N+](=O)[O-])cc2)C1=O
-2.2% | . | CC(C)NS(=O)(=O)c1cccc2nsnc12
0.4% | -1% | CC12c3ccccc3C(C)(c3ccccc31)C1C(=O)N(c3ccc(Cl)c(C(=O)O)c3)C(=O)C12 (centres undefined)
-1.3% | -7% | COc1cccc(CNc2ncc(Br)cc2Br)c1O
-0.2% | -13% | CCOCCCNC(=O)Cn1cc2c(n1)CCCC2
3.0% | -3% | COc1cccc(OCCCOc2c(C)cccc2C)c1

Other records follow.
Hsp70 displacement | Rat MKP-3 inhibitors | SMILES
0.6% | 4% | Cc1ccc(Cl)c(Nc2ccccc2C(=O)O)c1Cl
1.5% | . | O=C(CSCc1c(Cl)cccc1Cl)NCC1CCCO1 (centres undefined)
-4.3% | . | COc1cc(OC)c(C2=NOC(C(=O)N3CCCc4ccccc43)C2)cc1Cl (centres undefined)
2.0% | 2% | CC1=C(C(=O)OC2CCCCCC2)C(c2ccc(C)o2)C2=C(CCCC2=O)N1 (centres undefined)
2.0% | -8% | CSc1ccc(Cl)c(C(=O)OCC(=O)NCc2ccco2)c1
-4.7% | -9% | O=C(CN1CCN(c2ccc(F)cc2)CC1)N1CCOCC1
5.2% | -4% | O=C(NCc1cccnc1)c1nnc(Cc2ccc(F)cc2)o1
3.5% | 0% | COc1cc(C(=O)Nc2c(Cl)cccc2Cl)cc(OC)c1OC

Grouped by structure: the entries above with bromine (2)
Hsp70 displacement | Rat MKP-3 inhibitors | SMILES
-2.4% | -3% | O=C(Nc1ccc(Cl)cn1)c1cc(Br)ccc1Cl
-1.3% | -7% | COc1cccc(CNc2ncc(Br)cc2Br)c1O

(continued)
Hsp70 displacement | Rat MKP-3 inhibitors | SMILES
-4.1% | 3% | CCOC(=O)c1sc(NC(=O)CSc2nnnn2-c2ccccc2)nc1C
3.1% | . | Cc1cc(=O)c2ccc3ccccc3c2[nH]1
-1.8% | 0% | Cc1cc([N+](=O)[O-])ccc1NCc1ccco1
3.0% | -2% | CCn1c(COc2ccccc2C)nnc1SCC(=O)N1CCC(C)CC1
. | -5% | Cc1cc(N(C)Cc2ccccc2)nc(-c2ccccc2)n1
0.4% | -15% | CC12CCC(C(=O)N(c3ccccn3)c3ccccn3)(OC1=O)C2(C)C (centres undefined)
1.0% | -5% | Cc1cccc(C)c1NC(=O)N1CCN(C2CCCCC2)CC1
2.9% | -7% | Cn1c(=O)c2ncn(CC(=O)NCCOc3ccc(C(C)(C)C)cc3)c2n(C)c1=O

Reprinted from the part before: 4 entries; new compounds follow.
Hsp70 displacement | Rat MKP-3 inhibitors | SMILES
. | -5% | Cc1cc(N(C)Cc2ccccc2)nc(-c2ccccc2)n1
0.4% | -15% | CC12CCC(C(=O)N(c3ccccn3)c3ccccn3)(OC1=O)C2(C)C (centres undefined)
1.0% | -5% | Cc1cccc(C)c1NC(=O)N1CCN(C2CCCCC2)CC1
2.9% | -7% | Cn1c(=O)c2ncn(CC(=O)NCCOc3ccc(C(C)(C)C)cc3)c2n(C)c1=O
-0.1% | -4% | COCC(C)NS(=O)(=O)c1ccc(OC)cc1 (centres undefined)
-1.1% | -5% | O=C(O)c1cccc(NC(=O)c2cccc(Br)c2)c1
. | 8% | CCCOC(=O)C1C2C=CC3(CN(c4ccc(Cl)c(F)c4)C(=O)C13)O2 (centres undefined)
9.0% | -12% | Cc1onc(-c2ccccc2)c1C(=O)Nc1nnc(-c2ccncc2)s1
1.7% | . | O=C(Nc1cccnc1)c1ccc(F)cc1
-0.6% | -5% | C=CCn1c(C)cc(C(=O)CSc2nc3ccccc3o2)c1C
-1.1% | 2% | Cc1ccc(-c2cc(C(=O)NCc3ccc4c(c3)OCO4)no2)cc1
2.1% | -8% | CC(=O)c1ccc(C#CC(C)(C)O)s1

Random excerpt: 3 compounds from above
Hsp70 displacement | Rat MKP-3 inhibitors | SMILES
. | 8% | CCCOC(=O)C1C2C=CC3(CN(c4ccc(Cl)c(F)c4)C(=O)C13)O2 (centres undefined)
9.0% | -12% | Cc1onc(-c2ccccc2)c1C(=O)Nc1nnc(-c2ccncc2)s1
2.1% | -8% | CC(=O)c1ccc(C#CC(C)(C)O)s1

Additional results
Hsp70 displacement | Rat MKP-3 inhibitors | SMILES
0.2% | . | Fc1ccccc1OCCCCSc1ncccn1
-0.1% | 0% | COc1ccc(C(=O)Nn2cc3cc([N+](=O)[O-])ccc3n2)cc1
6.1% | -2% | CC1=NN(C(=O)OC(C)(C)C)C(O)(c2ccc(C)cc2)C1 (centres undefined)
0.5% | 9% | CN1C(=O)CC(N2CCN(c3ccc(Cl)c(Cl)c3)CC2)C1=O (centres undefined)
3.2% | -7% | Cc1ccc(C)c(NC2=CC(=O)CC(C)(C)C2)c1C#N
-0.2% | 1% | O=C(Nc1ccc(O)c(-c2nc3ccccc3o2)c1)c1cc2ccccc2oc1=O
3.3% | . | CCOC(=O)C1CCN(c2cc(=O)n(-c3ccccc3Cl)c(=O)[nH]2)CC1
-0.1% | -10% | O=C(NCc1ccc2c(c1)OCO2)c1cnc2n(c1=O)CCS2

(next part)
Hsp70 displacement | Rat MKP-3 inhibitors | SMILES
4.7% | . | Cc1ccc(NC(=O)N2CCC(C(=O)Nc3ccc(C)cc3C)CC2)cc1
6.7% | -5% | Cn1c(C2CCCN2C(=O)OC(C)(C)C)n[nH]c1=S (centres undefined)
3.2% | . | O=C(Nc1cccnc1)c1ccccc1-c1nc(-c2ccccc2F)no1
1.3% | 2% | O=C(NNC(=O)c1ccco1)c1ccco1
-0.6% | 1% | COc1cc(NC(=O)c2ccc(Br)o2)c(C(=O)O)cc1OC
2.7% | -6% | Cc1cc(C)nc(SCC(=O)NC2=NC(=O)C(C)S2)n1 (centres undefined)
0.1% | -9% | O=C(O)c1ccc(CSc2nnnn2C2CCCCC2)cc1
-1.9% | . | Clc1ccc(-c2ccc(/C=N/Nc3cc(N4CCOCC4)nc(N4CCOCC4)n3)o2)cc1
1.9% | -1% | O=C1/C(=C/c2cc3c(cc2[N+](=O)[O-])OCO3)Sc2ccccc21
7.2% | 1% | CCOC(=O)c1c(NC(=O)C2CC2c2ccccc2)sc2c1CCC2 (centres undefined)
-2.0% | -1% | C=CCNC(=S)Nc1c(C)n(C)n(-c2ccccc2)c1=O

Source: PubChem BioAssay
